Bioassay records deposited in PubChem by several laboratories.
CendR NRP1 mod – NRP-1/CendR interaction modulation. O14786. FAM-RPARPAR peptide binding to NRP-1, fluorescence polarization. inhibition, % at 25 µM. hit rate 0.85% among 360,000;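 active = inhibition or corrected inhibition above about 18%, plus a signal ratio from 0.5 to 1.5, limit read from the data, passing the limit was not always enough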; also: strong numbers were not always called active
bovine MsrA act – activates bovine MsrA enzyme; purified bovine MsrA, absorbance read-out; AID 602163; activation, % at 10.6 µM; hit rate 0.3% among 360,000; in the data active = activation above about 7.5%;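 also: 0% = vehicle and 100% = reference activator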
FAS TE block – blocks the thioesterase domain of human fatty acid synthase; P49327; recombinant FAS-TE, OMFH fluorogenic substrate, fluorescence endpoint; inhibition, % at 15 µM; hit rate 0.67% among 360,000;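 active = compounds whose normalised, plate-corrected inhibition of enzyme fluorescence in the single-dose primary screen is 50% or more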;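 also: 0% = DMSO with enzyme and 100% = substrate without enzyme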
Rin1 Abl inh – human Rin1-Abl interaction inhibition; hit rate 0.4% among 360,000; AID 588664; inhibition, % at 7.35 µM; TR-FRET Rin1/Abl binding, biochemical; P00519+Q13671; in the data active = inhibition above about 5%, passing the limit was not always enough
eLon inh – E. coli protease La inhibition | P0A9M0 | purified E. coli Lon protease, fluorescence polarization | inhibition, % at 7.94 µM | hit rate 0.42% among 360,000 | AID 602123; in the data active = inhibition above about 13%, passing the limit was not always enough;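 also: 0% = enzyme with probe and DMSO and 100% = no enzyme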
PABP1 MLLE inh – blocks PAM2 peptide binding to the PABP1 MLLE domain. inhibition, % at 20 µM. hit rate 0.36% among 360,000. GST-MLLE / FITC-PAM2 fluorescence polarization. P11940; in the data active = inhibition above about 35%, passing the limit was not always enough;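 also: plate controls were DMSO wells with GST-MLLE for no effect and wells lacking GST-MLLE protein for full effect; some results filed as inactive read as strong as hits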
SKN-1 inh – blocks SKN-1 activity in C. elegans. inhibition, % at 21.8 µM. hit rate 0.49% among 360,000. C. elegans VP596 Pgst-4::GFP/RFP ratio, acrylamide-induced, 24 h. AID 624304;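 active = interference check ratio from 0.5 to 1.5 plus GFP to RFP signal ratio inhibition reaching or exceeding a fixed threshold, cut at about 30% in these data, passing the limit was not always enough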; also: some compounds called inactive have numbers as strong as hits
Neddyl block – blocks human cullin neddylation; P61081+Q13564; calls only at 25 µM; TR-FRET cullin neddylation, biochemical; hit rate 0.58% among 360,000; AID 651699; in the data active = inhibition above about 36%
MT1-MMP act inh – inhibitors of human MT1-MMP activation; P50281; HT1080 RFP-PRO-GFP cells, GFP/RFP ratio fluorescence, overnight; percent of plate control window, DMSO zero; GFP/RFP ratio change, % at 20 µM; hit rate 0.061% among 360,000;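 active = GFP/RFP ratio change of at least 30% with cell ATP level not reduced by more than half and red fluorescence within 50% of control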; also: strong numbers were not always called active
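Assay system: HT1080 RFP-PRO-GFP cells. Benchmarks: DMSO vehicle wells and RFP-L50D-GFP reporter cell wells. Times: overnight cell settling, then overnight compound exposure, 37 °C, 5% CO2. Compound: 20 µM single dose, 1% DMSO. Read-out basis: GFP/RFP fluorescence ratio.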
The depositor's hits bear a star; i = inactive; / = no result given. This is a random part of the collection; any-hit rate near 4%.

Fields: CendR NRP1 mod	bovine MsrA act	FAS TE block	Rin1 Abl inh	eLon inh	PABP1 MLLE inh	SKN-1 inh	Neddyl block	MT1-MMP act inh
O=C(Nc1ccc(N=Nc2ccccc2)cc1)c1cccc(Cl)c1
 : -3	-2	-5	0	-4	7	-4	i	4
COc1cccc(C(=O)OCC(=O)Nc2cc(C)c(C)cc2[N+](=O)[O-])c1
 : -7	-11	4	-8	5	7	-2	i	1
O=C1COc2ccc(C(=O)CSc3nc4ccccc4c(=O)n3-c3ccc(Cl)c(Cl)c3)cc2N1
 : -22	-2	1	1	4	-26	3	i	-1
Cn1nccc1CNC(=O)c1ccnn1C
 : -11	-4	-6	1	-1	12	1	i	0
COc1ccc2c(c1)c(=O)oc1cc(OCC(=O)N3CCC(C)CC3)ccc12
 : -18	-6	-7	-3	-5	9	-1	/	-1
CC(=O)OC1CCC2(C)C3=CCC4(C)C(C(C)=O)=CCC4C3CCC2C1 (configuration not stated)
 : -2	-10	14	1	12	0	-9	i	3
CNc1nc(-c2ccc(Cl)cc2)cs1
 : 9	-2	2	0	6	18	28	i	1
Cc1cc(C(=O)NCc2ccc3c(c2)OCO3)n(-c2ccccc2)n1
 : 0	7	-5	0	-7	7	2	i	1
COCCNC(=O)CN1C(=O)CSc2cc(S(=O)(=O)N3CCCCCC3)ccc21
 : 0	-7	-9	0	7	-11	0	i	-4
COc1ccc(CN(C(=O)c2ccc(C)cc2)c2cccc(N)c2)cc1
 : -73	-6	-6	4	-20	-42	26	i	-7
COc1ccc(CNC(=O)C23CN(Cc4ccccc4)CC2C(c2ccc([N+](=O)[O-])cc2)=NO3)cc1 (configuration not stated)
 : 12	-3	24	-2	-3	-2	-3	i	-9
NS(=O)(=O)c1ccc(NS(=O)(=O)c2ccc3c(c2)OCCO3)cc1
 : 5	-1	-6	3	2	-1	17	i	0
COc1cc(NS(=O)(=O)c2ccc(NC(=O)C34CC5CC(CC(C5)C3)C4)cc2)ncn1
 : 6	1	0	0	-4	8	6	i	-2
Cc1cc(C(=O)N2CCCC2(C)C(=O)O)c(C)o1 (configuration not stated)
 : 9	2	-9	3	-5	-10	1	i	-1
Cc1onc(C(=O)Nc2sc3c(c2C#N)CCCC3)c1[N+](=O)[O-]
 : -5	-2	-8	-1	-3	30	8	i	-2
O=C(COC(=O)COc1ccc(Cl)cc1)NC1CC1
 : 8	-1	-7	-1	3	3	20	i	1
CCCCC(=O)N1CCCC(c2nc(-c3cccc(OC)c3)no2)C1 (configuration not stated)
 : 0	-2	0	2	2	-3	7	i	0
Cc1ccc(S(=O)(=O)N2CCCCC2)cc1NC(=O)c1nn(C)c(=O)c2ccccc12
 : -5	-3	20	1	5	5	-4	i	4
CCOc1ccc(-n2c(SCC(=O)Nc3cc(C)on3)nc3c([nH]c4ccccc43)c2=O)cc1
 : -7	0	3	2	-6	8	-1	i	-6
COc1cccc(Nc2nc(C)nc3c2oc2ccccc23)c1
 : -11	2	9	0	-4	11	7	/	-1
COc1ccccc1Cn1[nH]nnc1=S
 : -13	2	-3	-2	-4	-88	-3	i	4
CO/N=C(/CNC(=O)c1cccc(Cl)c1)c1ccc(Cl)cc1
 : 25	1	18	1	-3	-8	3	i	7
COc1ccc(NC(=O)c2ccc3c(c2)NC(=O)CO3)cc1OC
 : -12	-4	-2	1	-9	-4	0	i	0
O=C(COC(=O)COc1ccc2ccccc2c1)NCC(F)(F)F
 : -6	1	-3	1	1	-11	-1	i	1
COC(=O)CC1C(=O)NCCN1C(=O)Nc1ccc(Cl)cc1 (configuration not stated)
 : 6	1	-11	-3	-2	5	5	i	0
CCOC(=O)C1CCCN(C(=O)COC(=O)c2cccs2)C1 (configuration not stated)
 : 17	-4	-6	6	-4	-12	5	i	2
COc1ccc(-n2c(C)nc3cc(C(=O)NCc4ccco4)ccc32)cc1
 : 5	-4	-4	-1	-4	-9	41*	i	6
O=C(CNC(=O)c1cccc(F)c1)OCC(=O)N1CCCCC1
 : 2	-4	-8	0	-11	-16	-3	i	-3
CCCNC(=O)C1(C)CCCN(Cc2cc(-c3ccccc3)nn2C)C1 (configuration not stated)
 : -1	-2	-6	-2	1	5	-1	i	-4
CCN(CC)C(=O)c1[nH]cnc1C(=O)NCC(=O)OCc1ccccc1
 : 3	-6	-7	3	-2	3	4	i	1
Cc1ccc2nc(SCCC(=O)O)cc(C)c2c1
 : 6	-4	-6	-5	-3	1	5	i	7
C=CCn1c(CCC(=O)Nc2ccc(C)c(Cl)c2)nnc1SCC(=O)Nc1ccccc1C
 : 0	-1	4	3	-7	0	-3	i	-2
Cc1ccc(C(=O)NCCCc2ccccc2)c(C)c1
 : 22*	-2	7	1	0	5	7	i	3
CC1CCN(CCc2nc3cc(NS(=O)(=O)c4ccccc4)ccc3n2C)CC1
 : -6	1	-3	3	-2	-8	-11	i	-4
Cc1ccc(NC(=O)CN(C)CC(=O)Nc2sc3c(c2C(N)=O)CCC3)cc1
 : -6	-4	10	2	-6	5	2	i	0
CS(=O)(=O)N1CCN(c2ccccc2[N+](=O)[O-])CC1
 : 6	-3	-4	1	-7	-7	3	i	1
O=C(COc1ccc(F)c(Cl)c1)Nc1ccc(N2CCOCC2)cc1
 : -7	-2	2	1	3	5	-1	i	-2
CN1CC(=O)Nc2ccccc2C1=O
 : 7	0	-5	1	-2	-9	-11	i	1
Cc1ccc(NC(=S)NCc2ccc(F)cc2)cc1
 : 4	-2	8	-1	-5	-35	6	i	3
COc1ccccc1CCC(=O)OCC(=O)Nc1c(C)nn(-c2ccccc2)c1C
 : 0	0	-4	0	19	-8	24	i	-4
Cc1cc(O)c2c(c1O)C(=O)[C@]13C(=C2O)C(=O)[C@@H]2[C@@H](O)[C@H]1[C@@H]1[C@H](O)[C@H]3C(=O)C3=C(O)c4c(O)cc(C)c(O)c4C(=O)[C@]312
 : -62	-3	10	12	27*	14	15	i	-15
CCC(C(=O)NC(C)(C)C)n1c(-c2cccc(NC(C)=O)c2)nc2ccccc21 (configuration not stated)
 : -1	/	/	/	/	/	-3	i	2
COc1ccc(C2=NOC(C(=O)Nc3ccc4c(c3)OCCO4)C2)c(OC)c1 (configuration not stated)
 : -5	1	-2	3	0	-7	-4	i	3
CSC(=Nc1cccc(C)c1)NC#N
 : 2	-8	-11	0	2	-16	-4	i	-5
NS(=O)(=O)c1ccc(CNS(=O)(=O)c2cc(Cl)ccc2Cl)cc1
 : -13	-3	-3	-3	-3	2	-7	i	-2
O=C(CCn1c(=S)[nH]c2ccccc2c1=O)NCCSCc1ccccc1
 : 0	1	4	2	4	-80	-1	i	0
CC(C)n1cc(NC(=O)COc2ccccc2Cl)cn1
 : 13	-2	-2	1	4	-7	6	i	0
Cc1cccn2c(=O)c3cc(C(=O)N4CCCCC4)sc3nc12
 : 6	-5	3	-8	-14	1	2	/	1
O=C(O)CCCN1C(=O)/C(=C\C(Cl)=C\c2ccccc2)SC1=S
 : -36	-5	21	1	-13	0	-15	i	-6
CCOc1cc(/C=N/Nc2nn3cnnc3c3ccccc23)ccc1O
 : -13	-4	-3	-10	-4	-19	5	i	-1
Cc1ccccc1NC(=O)CN1CCOCC1
 : 12	-5	-7	0	2	-9	1	i	0
COCC(=O)OCn1nnc2ccccc2c1=O
 : 6	-3	-8	-1	-6	-2	4	i	-4
O=C(OCC(=O)N1CCCC1)c1ccc(S(=O)(=O)N2CCOCC2)cc1
 : 9	-3	-8	-3	2	5	-12	i	-2
O=C(NCC1COc2ccccc2O1)c1ccc(F)c(S(=O)(=O)N2CCOCC2)c1 (configuration not stated)
 : -12	0	-1	-1	-1	4	12	i	3
O=C(NC1CCCC1)C(c1ccncc1)N(C(=O)Cc1cccs1)c1ccc(F)cc1 (configuration not stated)
 : -9	0	-2	0	-6	-4	12	i	3
CCOc1cc2[nH]c(=S)n(CCCC(=O)NCc3ccccn3)c(=O)c2cc1OCC
 : 5	-5	-4	6	-2	-54	-5	i	0
CC1CCCCN1CCCNC(=O)c1ccc(NC(=O)C2=CSCCO2)cc1 (configuration not stated)
 : 7	-3	-7	-3	-22	3	10	i	-2
C1CSC2(N1)C1CC3CC2CC(C1)C31NCCS1 (configuration not stated)
 : 7	2	-5	-2	3	26	4	i	-2
Cc1cc(C(=O)NNC(=S)NCC(C)C)no1
 : -5	-1	-6	-4	9	-41	-2	i	7
CCCNC(=O)c1ccc2c(=O)n3c(-c4ccc(C)cc4)csc3nc2c1
 : -2	-6	-4	-1	-10	22	-4	i	-1

Next section.
Fields: CendR NRP1 mod	bovine MsrA act	FAS TE block	Rin1 Abl inh	eLon inh	PABP1 MLLE inh	SKN-1 inh	Neddyl block	MT1-MMP act inh
COc1ccc(C)cc1NC(=O)C/C(C)=N/NC(=O)Cc1cccc2ccccc12
 : 8	-8	0	-4	-9	10	3	i	0
Cc1ccc(Nc2cc(C)nc(-c3ccccc3O)n2)cc1
 : 10	-1	26	3	-8	-12	7	i	3
O=C(C1=NN[C@@H]2C(=O)N(Cc3ccccc3)C(=O)[C@H]12)c1ccc([N+](=O)[O-])cc1
 : 0	-2	-14	-2	-5	-4	-5	i	0
c1ccc(OCCCn2ccnc2)cc1
 : 12	-3	-5	1	-9	1	-19	i	0
CSc1cc(C)c(OCC(=O)Nc2ccc(NC(C)=O)cc2)c(C)c1
 : 11	-9	-4	2	-3	6	2	i	0
C[C@@H]1CN([C@@H](C)CO)C(=O)CCCn2cc(nn2)CO[C@H]1CN(C)S(=O)(=O)c1ccc2ccccc2c1
 : -8	-2	-7	1	-9	0	-4	i	0
COCC(C)NC(=O)c1ccc(Cl)c(Cl)c1 (configuration not stated)
 : 1	-12	-4	1	-6	-3	-3	i	10
Cc1ccccc1NC(=O)c1cc[n+]([O-])cc1
 : 7	-1	-6	-2	3	1	-4	i	-1
O=C(NCCS(=O)(=O)N1CCCCCC1)c1ccccc1
 : 5	-2	-8	3	6	8	7	i	3
Cc1nc2sc(C(c3ccco3)N3CCC4(CC3)OCCO4)c(O)n2n1 (configuration not stated)
 : -14	-3	-7	4	5	25	8	i	2
COC(=O)C1CCN(CC(=O)Nc2sc3c(c2C#N)CCC3)CC1
 : -4	-2	-4	-1	3	-6	-8	i	-1
COC(=O)COc1c(/C=C\c2nc(O)c([N+](=O)[O-])c(=O)[nH]2)cccc1OC
 : -6	-3	-3	-1	-6	-8	6	i	0
Cc1ccc(C(=O)O)cc1NS(=O)(=O)c1ccc2ccccc2c1
 : -7	-2	-7	-1	-1	13	1	i	0
O=C(NNC(=O)c1ccccc1O)c1ccc(Cl)c(S(=O)(=O)N2CCc3ccccc32)c1
 : -16	-3	20	-1	-3	-11	27	i	14
COc1ccc(NC(=O)CC2Nc3cc(C)c(C)cc3NC2=O)c([N+](=O)[O-])c1 (configuration not stated)
 : 14	-8	-5	0	-11	-40	-26	i	10
COc1ccccc1NC(=O)N(C)C[C@H]1OCc2cnnn2CCCC(=O)N([C@@H](C)CO)C[C@H]1C
 : -3	-2	-2	-1	-8	-3	-10	i	6
O=C(OCCOc1ccc(Br)cc1)c1ccc(Cl)nc1
 : 1	-1	22	2	4	3	-11	i	-4
Cc1ccc(C)c(C(=O)CN2C(=O)c3ccccc3C2=O)c1
 : 8	-2	8	0	-9	1	-2	i	-4

Two of these compounds, reformatted.
Structure | CendR NRP1 mod | bovine MsrA act | FAS TE block | Rin1 Abl inh | eLon inh | PABP1 MLLE inh | SKN-1 inh | Neddyl block | MT1-MMP act inh
Cc1ccccc1NC(=O)c1cc[n+]([O-])cc1 | 7 | -1 | -6 | -2 | 3 | 1 | -4 | i | -1
O=C(NCCS(=O)(=O)N1CCCCCC1)c1ccccc1 | 5 | -2 | -8 | 3 | 6 | 8 | 7 | i | 3
